# p53 reactivation: re-activators of mutant p53. AID 504706. H1299 p53-A138V BP100-luciferase reporter, luminescence, 24 h. Potency, µM (doses to about 92.2 µM), without a hit: at the top dose activity change, positive = activation, most hits filed as activators. hit rate 0.063% among 320,000; further: % of control where 0% means no effect; nearly all actives have a fitted effect of over 45% in size
#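 H1299 (p53-null), stable ts p53-A138V + BP100-Luc; 1000 cells/well, Opti-MEM/10% FBS; cpd 4 pt, 1:5; 24 h, 37 deg C, 5% CO2; detection reagent 10 min RT; luminescence.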
# RORgamma inh: ROR gamma (mouse) transcription inhibition | Drosophila S2 Gal4-RORgamma UAS-luciferase reporter, 20 h | P51450 | Potency, µM (top dose mostly 53.6 µM), without a hit: top-dose activity change, negative = inhibition, hits mostly inhibitors | hit rate 5.4% among 310,000; further: on the % scale 0 is the no-effect control and ±100 the full control effect; nearly all actives have a fitted effect of over 60% in size
# Target sequence (P51450 whole entry, looked up, the tested form may be a part): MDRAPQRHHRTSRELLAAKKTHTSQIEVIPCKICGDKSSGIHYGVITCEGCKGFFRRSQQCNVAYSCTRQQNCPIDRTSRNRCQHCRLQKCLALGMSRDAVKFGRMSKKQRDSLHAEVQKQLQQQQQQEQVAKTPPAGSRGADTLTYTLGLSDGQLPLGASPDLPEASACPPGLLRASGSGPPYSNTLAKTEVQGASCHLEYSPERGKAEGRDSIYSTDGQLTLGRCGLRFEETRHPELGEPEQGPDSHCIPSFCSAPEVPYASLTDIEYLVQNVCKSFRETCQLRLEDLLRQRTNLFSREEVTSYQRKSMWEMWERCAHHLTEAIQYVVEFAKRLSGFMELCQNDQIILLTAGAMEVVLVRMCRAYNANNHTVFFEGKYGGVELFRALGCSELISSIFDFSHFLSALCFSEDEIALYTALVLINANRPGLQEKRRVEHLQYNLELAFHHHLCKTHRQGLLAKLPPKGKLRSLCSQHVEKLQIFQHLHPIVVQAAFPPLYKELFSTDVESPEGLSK
#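 Drosophila S2 cells stably expressing Gal4-DBD/mouse RORγ fusion under metallothionein promoter plus UAS-luciferase; compound 1 h, then 700 uM CuSO4 induction for 20 h at ambient temperature; inhibition read as reduced luminescence.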
# MBNL1-CUG inh: inhibitors of human MBNL1 binding to CUG repeat RNA | Q9NR56 | TR-FRET MBNL1-His/biotin-(CUG)12 binding, 665/545 ratio | Potency, µM (doses to about 57.5 µM), inactives show at the top dose activity change, negative = inhibition, most hits filed as inhibitors | hit rate 0.036% among 280,000; active means well fitted inhibition curve with a large enough effect in the signal ratio, with a control signal flat, not every such curve was filed as active; inconclusive means small, poorly fitted or top-dose-only effect, or effect the other way, or a change in a side signal; inactive means no such curve, though single readings can be large or run the other way; the % refers to the signal ratio; further: on the % scale 0 is the no-effect control and ±100 the full control effect
# Target sequence (Q9NR56 whole entry, looked up): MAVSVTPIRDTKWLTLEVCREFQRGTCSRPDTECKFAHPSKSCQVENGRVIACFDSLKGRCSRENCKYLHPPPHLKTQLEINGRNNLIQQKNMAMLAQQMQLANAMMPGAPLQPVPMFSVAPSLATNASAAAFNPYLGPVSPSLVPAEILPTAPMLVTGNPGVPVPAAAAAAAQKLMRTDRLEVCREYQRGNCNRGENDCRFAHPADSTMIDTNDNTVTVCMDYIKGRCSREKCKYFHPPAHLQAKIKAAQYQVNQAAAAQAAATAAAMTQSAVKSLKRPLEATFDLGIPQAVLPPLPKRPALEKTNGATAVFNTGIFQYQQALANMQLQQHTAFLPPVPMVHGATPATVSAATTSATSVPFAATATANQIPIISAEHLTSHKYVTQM
#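 His-tagged MBNL1 binding to biotinylated (CUG)12 RNA was measured by TR-FRET using terbium anti-His antibody (0.055 ng/ul final) and streptavidin-XL665 (5 nM final). Compounds were titrated 92 nM to 58 uM; 60 min at room temperature.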
# FLuc counter: firefly luciferase modulation, counter-screen for miR-21 project; purified FLuc, Km substrates, luminescence inhibition; Potency, µM (highest dose often 57.5 µM), inactives show top-dose activity change, negative = inhibition, usual class: inhibitors; hit rate 6.9% among 360,000;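 further: plate controls were vehicle for no effect and reference inhibitor for full effect; nearly all actives have a fitted effect of over 55% in size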
#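 Biochemical qHTS of compounds, final roughly 60 µM downward over six points, against 10 nM purified firefly luciferase using Km concentrations of substrates (10 uM D-luciferin, 10 uM ATP) in Tris acetate pH 7.5 buffer; luminescence output.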
# ELG1 genotoxic: genotoxicity induction in ELG1-luciferase HEK293T cells; HEK293T ELG1-luciferase reporter, luminescence, 16 h; Potency, µM (series often up to 46 µM), for the others: at the top dose activity change, positive = activation, usual class: activators; hit rate 1.3% among 330,000; AID 504466; further: % of control where 0% means no effect; nearly all actives have a fitted effect of over 60% in size
#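 Screening used a luciferase reporter fused to human ELG1 in HEK293T cells. Luminescence was read on a CCD plate imager after 16 hr exposure and 30 min ONE-Glo incubation.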
# NPC1 promoter act: activators of NPC1 promoter | AID 485313 | Potency, µM (doses to about 9.22 µM), for inactives: at the highest dose activation, actives largely listed as activators | Huh7 NPC1 promoter luciferase reporter, 24 h | hit rate 2.4% among 320,000;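 further: % of control where 0% means no effect; nearly all actives have a fitted effect of over 60% in size; reporter is driven by a mutant NPC1 promoter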
#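 Stable NPC1-promoter luciferase Huh7 line; cpd (DMSO) 24 h, 37 °C, 5% CO2; Amplite luciferase reagent 10 min RT; luminescence readout. qHTS format.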
# Rab9 prom act: activates the Rab9 promoter; Huh7 Rab9 promoter-luciferase reporter, luminescence, 24 h; Potency, µM (top dose mostly 9.22 µM), for inactives: at the top dose activation, negative = inhibition, hits mostly activators; hit rate 2.8% among 320,000; further: % of control where 0% means no effect; nearly all actives have a fitted effect of over 60% in size
#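 Luciferase signal after 10 min detection reagent at ambient indicates Rab9 promoter upregulation; stably transfected Huh7 cells were treated 24 h with compound in DMSO at 37 °C, 5% CO2.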
# uPA generation: blocks generation of uPA at the cell surface; cell surface uPA generation assay, qHTS; Potency, µM (series often up to 38.3 µM), without a hit: at the highest dose activity change, negative = inhibition, most hits filed as inhibitors; hit rate 0.31% among 330,000; AID 540303; active means well fitted inhibition curve with a large enough effect; inconclusive means small, poorly fitted or top-dose-only effect; inactive means no such curve, though single readings can be large or run the other way; tested in mouse RAW 264.7 cells; further: on the % scale 0 is the no-effect control and ±100 the full control effect; nearly all actives have a fitted effect of over 55% in size
# BRCA1 expr act: activators of BRCA1 expression; hit rate 1.1% among 380,000; Potency, µM (highest dose often 46.1 µM), without a hit: top-dose activation, usual class: activators; AID 624202; MCF7-BRCA1-FFLuc reporter, luminescence, 48 h; response scale: scaled: vehicle 0%, 10 µM genistein 100%; further: nearly all actives have a fitted effect of over 80% in size; some results filed as inactive show a strong effect at the top dose
#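 Activators of BRCA1 expression were detected as increased firefly luciferase luminescence in engineered MCF7 cells after 48 h compound incubation. Signals were scaled to genistein 10 microM as full activation.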
# VP16 counter: inhibits Gal4-VP16 luciferase reporter, ROR gamma counter-screen | Potency, µM (series often up to 53.6 µM), for inactives: top-dose activity, negative = inhibition, usual class: inhibitors | hit rate 3.5% among 310,000 | Drosophila S2 Gal4-VP16 UAS-luciferase, luminescence, 20 h;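 further: Gal4-VP16 expression switched on by copper sulfate through the metallothionein promoter; on the % scale 0 is the no-effect control and ±100 the full control effect; nearly all actives have a fitted effect of over 50% in size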
# Starred values were filed as active, the others as inactive; ? = inconclusive; nt = not tested or not shown; [ ] = remark or other dose. Unless noted, the call rests on the fitted dose curve; in most records, active means well fitted curve in the direction sought with a large enough effect; inconclusive means small, poorly fitted or top-dose-only effect, or another doubt; inactive means no such curve, though single readings can be large; an effect the other way counts as inactive or inconclusive. Potency means the concentration at half of the fitted maximal effect. Outcome played no part in choosing rows; 13% or so of the library scored in one or more.
smiles | p53 reactivation | RORgamma inh | MBNL1-CUG inh | FLuc counter | ELG1 genotoxic | NPC1 promoter act | Rab9 prom act | uPA generation | BRCA1 expr act | VP16 counter
O=C(O)CN1CCN(Cc2ccccc2F)C1=O | 4% | -4% | 6% | -2% | 0% | -7% | 1% | 4% | 9% | -3%
CN1CCN(S(=O)(=O)c2cccc(C(=O)NCCC3=CCCCC3)c2)CC1 | -6% | nt | nt | 3% | 0% | 2% | -2% | -5% | -4% | nt
c1ccc(-c2cc3ncccc3cn2)cc1 | ? | nt | nt | ? | ? | ? | -4% | -16% | ? | nt
COc1ccccc1N1C(=O)C=C(Sc2nc(C)cc(C)n2)C1=O | -1% | ? | 4% | ? | 1% | -3% | -14% | -1% | 6% | ?
Cc1noc(C)c1C(=O)Nc1nc(-c2ccc([N+](=O)[O-])cc2)cs1 | 7% | 25% | 54%[activator] | 4% | -10% | 0% | -9% | -19% | -27% | -13%
Cn1cc(/C=N/n2cnc3scc(-c4ccc(Cl)cc4)c3c2=O)c2ccccc21 | 3% | 4% | -8% | 4% | -1% | -6% | -11% | -12% | -54% | -10%
CCc1cc2c(=O)n(Cc3ccco3)c(SCC(=O)NCC3CCCO3)nc2s1 (stereo not given) | -7% | ? | -2% | 2% | -18% | -6% | 0% | -18% | -32% | 19%
Cc1ccc(-c2nc(S(=O)(=O)c3ccccc3)c(SCC(=O)NCC3CCCO3)o2)cc1 (stereo not given) | -2% | ? | 51%[activator] | 1% | -7% | 2% | -4% | 2% | -36% | 0%
O=C(CSc1nnc(-c2cccnc2)n1-c1ccccc1)Nc1ccccc1 | -1% | -15% | -6% | 1% | 0% | -4% | -2% | -1% | -2% | 13%
CC(C)(C)c1cc(C(=O)NN)n(Cc2ccc(F)cc2)n1 | 1% | 11µM* | 3% | -1% | -8% | -1% | -1% | 1% | -27% | -11%
Cc1ccc(C)c(N(C)C(=O)CCS(=O)(=O)c2cccc3nonc23)c1 | -3% | -19% | ? | -1% | 6% | 1% | -3% | -1% | 7% | -7%
O=C(OCc1nc2ccccc2s1)C1CCN(S(=O)(=O)c2cccs2)CC1 | ? | 25% | -8% | 13µM* | 11µM* | 1% | 15% | 3% | 1% | 22%
COCCNC(=O)/C(C#N)=C/c1c(N2CCN(c3ccccc3)CC2)nc2c(C)cccn2c1=O | 6% | 4% | 24% | 4% | -9% | -7% | -2%[1.84 µM] | -3% | -43% | -9%
Cc1ccc(C(=O)/C=C2\NCCNC2=O)cc1 | ? | ? | ? | 5.4µM* | ? | 1.4µM* | 0.89µM* | -6% | ? | 3%
S=C(NCc1ccco1)Nc1cccc(Cl)c1Cl | 6% | -104% | 7% | -11% | -1% | -2% | -7% | -3% | 20% | -18%
C/C(=N\NC(=O)c1cc(Br)ccc1O)c1ccccn1 | 14% | 0.4µM* | 3% | 17µM* | 21µM* | ? | ? | 8% | 44% | 0.28µM*
NNC(=O)c1cc2cc(OC(F)(F)F)ccc2[nH]1 | -5% | -43% | -9% | 0% | -1% | -6% | -3% | -12% | -75% | 2%
CCN(CC(=O)Nc1ccc2c(c1)OCO2)S(=O)(=O)c1ccccc1 | 6% | 4% | -4% | -12% | 2% | 9% | -1% | 7% | 7% | 12%
CCOC(=O)NC(=O)CSc1ccc(S(=O)(=O)N2CCCCC2)cn1 | -3% | nt | nt | nt | -2% | nt | nt | 7% | -20% | nt
CC(C)SCCCOc1ccc(C(C)(C)C)cc1 | -1% | 35% | 0% | 19µM* | 8% | 0% | -2% | 2% | 29% | 26%
CC(C)(COC(=O)Nc1ccccc1)COC(=O)Nc1ccccc1 | 3% | -3% | -10% | -14% | -6% | 1% | -2%[1.84 µM] | 7% | -2% | -20%
COc1ccccc1OCCNC(=O)CN1C(=O)NC2(CCCCC2)C1=O | ? | nt | nt | nt | 2% | -1% | -3% | 1% | 5% | nt
Cc1coc2c(C)c3oc(=O)c(CC(=O)N[C@@H](CC(C)C)C(=O)O)c(C)c3cc12 | 7% | 11% | -1% | -4% | 1% | -4% | 2% | 7% | -2% | 0%
COc1cc(C(=O)c2ccccc2)c([N+](=O)[O-])cc1OC | -6% | -2% | ? | -3% | 1% | -1% | -2% | -1% | -1% | 4%
CC(C)CCNC(=O)NC(=O)CSc1nnc(-c2ccccc2Br)o1 | 1% | 38% | -1% | -12% | 0% | -3% | 7% | -3% | 2% | 15%
O=C(O)Cc1sc(-c2cccnc2)nc1-c1ccc(Br)cc1 | 0% | 8% | 23% | -15% | -5% | 0% | 1% | -7% | -41% | -3%
Cc1nc2ccccn2c1/C(O)=C1\C(=O)C(=O)N(CCN(C)C)C1c1cccnc1 (stereo not given) | -1% | -8% | -3% | 5% | 2% | 0% | 12% | 2% | -22% | 8%
CCC(C)(C)NC(=O)CN(Cc1cccs1)C(=O)CNS(=O)(=O)c1ccc(F)cc1 | 1% | -32% | 7% | 1% | 9% | -2% | 1% | 4% | 2% | -9%
Cc1ccc(N2C(=O)c3ccc(C(=O)NCCN4CCOCC4)cc3C2=O)cc1 | -4% | -3% | ? | -5% | 2% | 0% | -2% | 1% | -2% | -10%
CC(C)NC(=O)Nc1cccc2c1O[C@H](CN(C)S(=O)(=O)c1ccc(F)cc1)[C@@H](C)CN([C@H](C)CO)C2=O | -14% | nt | nt | nt | -1% | nt | nt | 12% | 1% | nt

# Next results:
# Value order – p53 reactivation	RORgamma inh	MBNL1-CUG inh	FLuc counter	ELG1 genotoxic	NPC1 promoter act	Rab9 prom act	uPA generation	BRCA1 expr act	VP16 counter
> O=S(=O)(Nc1ncccn1)c1ccc(NC(=S)Nc2ccccc2Cl)cc1
→ -3%	-5%	nt	0%	-1%	3%	-6%	-15%	4%	3%
> CC(C)CN(C(=O)CCCSc1nc2ccccc2[nH]1)c1c(N)n(Cc2ccccc2)c(=O)[nH]c1=O
→ 4%	nt	nt	-1%	1%	0%	-9%	1%	0%	nt
> N#CC(=C=[N-])/C=C(\C(=O)c1ccccc1)[n+]1ccccc1
→ -1%	18%	nt	-1%	-1%	-2%	4%	-6%	20%	9%
> COc1ccc(/C(C)=N\n2cnnc2)cc1
→ -2%	-10%	1%	1%[2.3 µM]	0%	0%	-1%	2%	1%	7%
> COC(=O)[C@@H]1[C@@H](C)N(Cc2ccccc2)C(=O)N[C@H]1c1cccc(C(F)(F)F)c1
→ -3%	7%	5%	0%	-5%	-9%	-10%	-7%	0%	0%
> COc1ccc(N2CCN(C(=O)COC(=O)CNC(=O)c3cccc(OC(F)F)c3)CC2)cc1
→ -2%	nt	nt	-1%	-1%	-2%	2%	-9%	-2%	nt
> Cc1cccnc1NC(=O)C1CC(=O)N(c2ccc3c(c2)OCCO3)C1 (stereo not given)
→ -1%	nt	nt	-3%	1%	-1%	-2%	4%	0%	nt
> Cc1ccc(S(=O)(=O)NC(C(=O)N2CCOCCOCCOCC2)C(C)C)cc1 (stereo not given)
→ 1%	-1%	-1%	-2%	-3%	-7%	0%	-2%	-2%	6%
> CN(C[C@@H](Cc1cccc2ccccc12)N(C[C@H](Cc1ccccc1)N(CCc1ccccc1)N=O)N=O)N=O
→ 0%	21%	-4%	0%	-2%	-3%	-1%	-11%	0%	3%
> Cc1cccc(OCCNS(=O)(=O)c2ccc(Cl)cc2)c1
→ -2%	nt	nt	3%	4%	-13%	-6%	14%	-8%	nt
> CCC(=O)Nc1ccc(NC(=O)c2ccccc2)nc1
→ -6%	?	1%	6µM*	?	1.3µM*	0.45µM*	?	?	?
> Nc1nc(Nc2ccccc2)nc(NC2CCCCC2)c1[N+](=O)[O-]
→ -12%	14%	-1%	?	-3%	-7%	-3%[1.84 µM]	-4%	-49%	-17%
> Cc1cc(C)cc(C(=O)NCC(=O)OCc2nc(N)nc(Nc3ccccc3C)n2)c1
→ 0%	nt	nt	1%	-2%	-3%	-8%	3%	2%	nt
> Cc1cccc(CSc2nnc([C@@H]3CCCN3)o2)c1
→ 5%	-9%	-19%	-2%	0%	8%	0%	-1%	-8%	-5%

# Reformatted with each value named: three of the compounds above
> CCC(=O)Nc1ccc(NC(=O)c2ccccc2)nc1
  p53 reactivation = -6%
  RORgamma inh = ?
  MBNL1-CUG inh = 1%
  FLuc counter = 6µM*
  ELG1 genotoxic = ?
  NPC1 promoter act = 1.3µM*
  Rab9 prom act = 0.45µM*
  uPA generation = ?
  BRCA1 expr act = ?
  VP16 counter = ?

> Nc1nc(Nc2ccccc2)nc(NC2CCCCC2)c1[N+](=O)[O-]
  p53 reactivation = -12%
  RORgamma inh = 14%
  MBNL1-CUG inh = -1%
  FLuc counter = ?
  ELG1 genotoxic = -3%
  NPC1 promoter act = -7%
  Rab9 prom act = -3%[1.84 µM]
  uPA generation = -4%
  BRCA1 expr act = -49%
  VP16 counter = -17%

> Cc1cc(C)cc(C(=O)NCC(=O)OCc2nc(N)nc(Nc3ccccc3C)n2)c1
  p53 reactivation = 0%
  RORgamma inh = nt
  MBNL1-CUG inh = nt
  FLuc counter = 1%
  ELG1 genotoxic = -2%
  NPC1 promoter act = -3%
  Rab9 prom act = -8%
  uPA generation = 3%
  BRCA1 expr act = 2%
  VP16 counter = nt

# Source: PubChem BioAssay
